# GC-B act: GC-B (human) receptor activation. P20594. activation, % at 10 µM. HEK293-GC-B cells, CNP EC30, cGMP TR-FRET; 0% at EC30 CNP, 100% saturating CNP. 370,000 tested, 0.11% active;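 active means activation at 10 µM reaching about 35% in either raw or pattern-adjusted values, limit read from the data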
# ASAP1 inh: inhibitors of human ASAP1 ArfGAP activity; Q9ULH1; inhibition, % at 16.5 µM; 360,000 tested, 0.19% active; ASAP1-stimulated ARF1 GTP hydrolysis, GDP FP detection; in the data active means inhibition above about 25%;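 further: 0% = vehicle with enzyme and substrate and 100% = no enzyme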
# HTRA1 inh: blocks human HTRA1 serine peptidase | AID 504803 | 340,000 tested, 0.5% active | inhibition, % at 5.96 µM | Q92743 | recombinant HTRA1, FP-rhodamine activity-based probe, fluorescence polarization; in the data active means inhibition above about 36%;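 further: 0% = enzyme with DMSO and 100% = wells lacking enzyme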
# SMARCA2 act: increases SMARCA2 function in MMTV reporter cells; MG213 cells, MMTV-luciferase reporter, dexamethasone, overnight; activation, % at 9.1 µM; 370,000 tested, 1% active; AID 652017; in the data active means activation above about 7.8%;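 further: 0% = vehicle wells and 100% = reference activator wells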
# Rev-erbA mod: Rev-erb alpha (human) modulation; P20393; Rev-erbα–FITC-DNA binding, fluorescence polarization, 90 min; activity, % at 10 µM; 370,000 tested, 0.79% active;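 active means activity above about 14%, limit read from the data; passing the limit was not always enough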;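 further: 0% = DMSO wells with 35 nM protein and 100% = DMSO wells with 750 nM protein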
# Target sequence (P20393 whole entry, looked up): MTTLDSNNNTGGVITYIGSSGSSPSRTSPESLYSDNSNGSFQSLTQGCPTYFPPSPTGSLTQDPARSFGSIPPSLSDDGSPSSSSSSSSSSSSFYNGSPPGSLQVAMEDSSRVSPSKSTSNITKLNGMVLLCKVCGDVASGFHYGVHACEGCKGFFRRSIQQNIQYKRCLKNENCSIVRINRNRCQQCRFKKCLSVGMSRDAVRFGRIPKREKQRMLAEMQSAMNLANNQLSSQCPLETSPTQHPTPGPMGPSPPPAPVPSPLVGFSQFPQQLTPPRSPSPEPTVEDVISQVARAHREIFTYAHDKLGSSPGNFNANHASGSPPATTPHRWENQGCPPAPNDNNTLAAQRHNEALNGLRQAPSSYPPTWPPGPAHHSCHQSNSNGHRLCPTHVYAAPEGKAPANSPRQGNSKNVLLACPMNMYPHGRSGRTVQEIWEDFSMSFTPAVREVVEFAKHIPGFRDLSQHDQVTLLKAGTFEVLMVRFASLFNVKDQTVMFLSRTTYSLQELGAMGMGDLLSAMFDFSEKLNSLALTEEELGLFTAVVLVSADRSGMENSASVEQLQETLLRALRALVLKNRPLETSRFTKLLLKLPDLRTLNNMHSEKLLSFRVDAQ
# NPR1 activator: GC-A (human) enzyme activation; HEK293 GC-A cells, cGMP TR-FRET, EC30 ANP; 0% at EC30 ANP, 100% saturating ANP; activation, % at 10 µM; AID 1671463; 370,000 tested, 0.14% active; in the data active means activation above about 40%
# PG9 Ab binder: small molecules binding HIV-1 gp120 antibody PG9; TR-FRET gp120-PG9 antibody binding; inhibition, % at 6.7 µM; 360,000 tested, 0.43% active; AID 624416; in the data active means inhibition above about 8.5%
# ARFGAP1 inhibitor: rat ARFGAP1 inhibition; Arfgap1-stimulated ARF1 GTP hydrolysis, GDP FP detection; 360,000 tested, 0.26% active; inhibition, % at 16.5 µM; Q62848;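 active means inhibition above a per-plate limit, mean inhibition of low control wells plus 3 SD, cut at about 25% in these data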;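 further: 0% = DMSO wells with enzyme and 100% = wells lacking Arfgap1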
# Target sequence (Q62848 1-136 limits assumed): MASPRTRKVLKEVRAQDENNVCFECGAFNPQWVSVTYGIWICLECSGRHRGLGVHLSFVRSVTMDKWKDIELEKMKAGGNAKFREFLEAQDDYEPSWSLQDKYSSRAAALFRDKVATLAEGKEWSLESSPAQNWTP
#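 Material: rat Arfgap1 GAP domain (His6, aa 1-136), purified enzyme. Also added: human ARF1(Δ1-17)-GTP substrate. Compound dosing: 16.5 µM single point, 1.26% DMSO. Timing: enzyme reaction 120 min at 25 °C after 20 min preincubation. Signal: GDP detection by fluorescence polarization. Read-out basis: percent inhibition of GAP-stimulated GDP formation, scaled between DMSO and no-Arfgap1 medians.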
# rCAG RNA binder: binds r(CAG) RNA repeats; AID 651821; inhibition, % at 3 µM; r(CAG) RNA repeat, TO-PRO-1 dye displacement fluorescence; 370,000 tested, 1.3% active;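 active means inhibition above the plate cutoff, the mean of all test compounds on that plate plus 3 SD, cut at about 35% in these data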;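 further: 0% = DMSO alone and 100% = 100 µM mitoxantrone as full dye displacement; higher means more dye released from RNA so lower well fluorescence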
# mABHD4 FP: inhibitors of mouse ABHD4 | Q8VD66 | purified mABHD4, FP-Rh probe fluorescence polarization | inhibition, % at 8.92 µM | 370,000 tested, 0.54% active | AID 720543;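 active means inhibition exceeding the mean over every tested compound plus 3 SD, cut at about 30% in these data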;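 further: 0% = plate median of compound wells and 100% = S159A mutant with DMSO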
# Target sequence (Q8VD66 whole entry, looked up): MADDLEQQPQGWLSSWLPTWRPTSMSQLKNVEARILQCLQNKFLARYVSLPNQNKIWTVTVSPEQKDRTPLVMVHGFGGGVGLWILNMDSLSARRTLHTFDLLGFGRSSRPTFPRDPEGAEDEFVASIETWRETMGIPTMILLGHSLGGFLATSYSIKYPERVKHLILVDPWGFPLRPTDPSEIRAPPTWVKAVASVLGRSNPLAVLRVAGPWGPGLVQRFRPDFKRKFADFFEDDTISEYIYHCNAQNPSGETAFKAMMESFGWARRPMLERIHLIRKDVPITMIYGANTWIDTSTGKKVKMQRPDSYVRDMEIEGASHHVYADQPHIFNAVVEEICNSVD
#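 Test system: mouse ABHD4 enzyme, wild type. Reagent: FP-Rh fluorescent activity-based probe, added after compound pre-incubation. Timing: pre-incubation 45 min, probe exposure 60 min, at 25 °C. Technique: FP readout, ex 525 nm / em 598 nm. Benchmarks: high control S159A mutant with DMSO, low control median of compound wells.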
# Starred values were filed as active, the others as inactive; x = not tested or not shown.
SMILES,GC-B act,ASAP1 inh,HTRA1 inh,SMARCA2 act,Rev-erbA mod,NPR1 activator,PG9 Ab binder,ARFGAP1 inhibitor,rCAG RNA binder,mABHD4 FP
COc1cc(=O)[nH]c(SC(C)C(=O)Nc2cccc3ccccc23)n1 (configuration not stated),0,-10,-11,-4,-6,2,1.5,-4,25,-10
COC(=O)c1sccc1N/N=C/c1cccc(OC)c1O,6,-2,0,3,-1,-8,-0.2,7,6,9
O=C(COc1ccccc1)N(Cc1cccs1)C1CCS(=O)(=O)C1 (configuration not stated),3,-5,-2,-1,1,-5,0.8,7,0,-8
CCC1(C)Cc2ccccc2C(Nc2c(C)n(C)n(-c3ccccc3)c2=O)=N1 (configuration not stated),0,8,-2,0,0,0,0.5,9,0,-5
O=C(Nc1nc2ncccn2c1-c1ccc(C(F)(F)F)cc1)c1ccc(F)cc1,4,x,x,-1,3,1,x,x,1,1
O=C(CSc1nc2[nH]ncc2c(=O)[nH]1)c1ccccc1,-8,2,1,-2,2,-9,-2.4,4,3,-9
CC1(C)Cc2cccc(OCC(O)CNCc3ccccn3)c2O1 (configuration not stated),-1,8,4,-2,6,-9,-0.9,-4,1,-9
O=C(O)C1C2C=CC(C2)C1C(=O)Nc1ccc(C(=O)N2CCCCC2)c(Cl)c1 (configuration not stated),3,2,3,-2,3,0,-1.4,10,-3,-3
Cc1ccc(S(=O)(=O)N2CCN(c3ccc4nnc(-c5ccccc5)n4n3)CC2)cc1,-3,-8,-5,-4,0,4,0.6,-4,5,1
O=C(NNC(=O)c1cccs1)c1cccc(F)c1,-3,-6,2,0,0,-2,-0.8,21,0,0
O=S(=O)(NCC1CCCO1)c1cc(Br)c(Br)s1 (configuration not stated),1,2,2,1,3,2,-1.9,4,-3,-7
COCCN(C(=O)c1ccccc1F)c1nc(-c2ccc(OC)cc2)cs1,-5,6,-14,3,0,-5,-0.7,2,-3,-17
COc1cccc(C(O)c2nc(-c3ccccc3C)cs2)c1 (configuration not stated),-3,3,x,-4,4,0,0.8,10,-2,-19
Cc1ccc(C(=O)O)cc1NC(=O)CCc1c(C)noc1C,1,-5,3,0,3,-1,0.7,7,2,4
COC(=O)N1CCC2CC1c1c(Cl)cccc12 (configuration not stated),1,4,x,-4,7,1,-1.2,-10,2,5
Cc1ccc(CNC(=O)c2cc3c(=O)n(C)c4ccccc4c3n2C)cc1,-1,10,0,-2,63*,-3,-3.6,-5,3,3
CC1CCCC(C)N1CCNC(=O)Nc1ccc(Cl)cc1 (configuration not stated),0,-7,-6,-1,-2,3,-0.2,8,1,2
CC(C)(C)c1ccc(C(=O)NCC(=O)N/N=C/c2ccccc2OCC(=O)O)cc1,-6,-13,-6,1,-1,0,-2.4,-3,29,-2
C/C(CC(=O)Nc1ccc2c(c1)OCCO2)=N\NC(=O)c1ccccc1F,2,-2,-4,8.7*,2,0,-0.8,8,4,-4
O=C(COC(=O)C1CCN(S(=O)(=O)c2cccs2)CC1)c1ccccc1,3,-12,-8,-3,3,2,0.6,3,-1,-1
CN(Cc1ccccc1)C(=O)COC(=O)COc1ccc(C#N)cc1,-3,-15,3,-2,1,0,-2.8,-4,-1,-13
CC(=O)N(Cc1ccccc1)c1ccccc1C(=O)O,2,1,0,-2,1,-2,1.3,1,1,-4
CC(C)C[C@H]1COc2cccc(N3CCC[C@@H]3CO)c2S(=O)(=O)N1,3,4,x,-2,2,2,-0.7,2,1,-4
CCN(CC)S(=O)(=O)c1ccc(NC(=O)COC(=O)c2c[nH]c(=O)[nH]c2=O)cc1,4,-2,3,-3,9,1,2.5,5,16,-1
NC(=O)c1ccsc1NC(=O)CSc1nnc(Nc2ccccc2)s1,-6,5,-26,-3,-2,-11,-2.7,1,17,9
Oc1c(C=Nc2ccccc2)sc(=S)n1Cc1ccccc1,0,12,-6,-2,2,8,0.6,2,3,-14
N#Cc1c(-c2cccnc2)cc(-c2ccccc2)nc1N,11,13,x,1,6,0,-0.8,12,-2,-5
CCOC(=O)c1c(NC(=O)COC(=O)c2cccnc2OCC)sc(C(=O)N(CC)CC)c1C,8,11,-9,-5,0,13,-0.3,3,2,-1
O=C(OCCCN1CCOCC1)c1ccc(O)c(O)c1,-3,-6,3,-1,7,1,-1.7,20,-3,6
Fc1ccccc1C1c2cccn2CCN1C(=S)Nc1ccc(Br)cc1 (configuration not stated),6,-4,-24,-3,-1,0,-0.9,4,10,-11
COc1ccc(OC)c(S(=O)(=O)NCCO)c1,4,-1,0,-1,2,6,-0.7,3,0,-1
Cc1cc(C)c(S(=O)(=O)N2CCN(C(=O)CC(C)n3nc(C)nc3C)CC2)c(C)c1 (configuration not stated),8,9,-2,-1,-7,1,-1.0,-15,1,2
O=C(Cn1ccc(C(F)(F)F)n1)N/N=C/c1ccc(N2CCOCC2)cc1,-5,6,0,-1,-1,1,0.3,0,-4,-9
CC1(C(=O)NS(=O)(=O)c2cccc(C#N)c2)CCN1C(=O)CC1CCCC1 (configuration not stated),-2,5,x,-1,-2,2,1.5,4,3,3
O=S(=O)(c1ccc2c(c1)OCCCO2)N1CCNCC1,-4,7,-2,8,-2,-1,-2.0,18,3,-6
CC1CCN(c2ccc(/C=N/n3nnnc3N)cc2[N+](=O)[O-])CC1,0,18,1,-1,-1,-5,-0.9,4,1,5
CSc1cccc(NC(=S)N(Cc2ccc(C)cc2)Cc2ccccn2)c1,-1,-8,7,-4,5,-2,0.6,-10,-1,-2
Cc1cccc(C(=O)OCC(=O)NC(C)CCc2ccccc2)c1O (configuration not stated),0,8,-1,-2,3,-1,-1.8,-4,-4,-1
COc1ccc(-c2nnc3sc(CN4C(=O)c5ccccc5C4=O)nn23)cc1,-7,2,2,-4,-9,0,-2.1,6,1,-3
Cc1ccccc1C(=O)Nc1nc(=S)ss1,11,8,5,-1,0,0,0.7,2,2,0

# Quoted from the listing for reference:
SMILES,GC-B act,ASAP1 inh,HTRA1 inh,SMARCA2 act,Rev-erbA mod,NPR1 activator,PG9 Ab binder,ARFGAP1 inhibitor,rCAG RNA binder,mABHD4 FP
O=S(=O)(c1ccc2c(c1)OCCCO2)N1CCNCC1,-4,7,-2,8,-2,-1,-2.0,18,3,-6
CC1CCN(c2ccc(/C=N/n3nnnc3N)cc2[N+](=O)[O-])CC1,0,18,1,-1,-1,-5,-0.9,4,1,5
CSc1cccc(NC(=S)N(Cc2ccc(C)cc2)Cc2ccccn2)c1,-1,-8,7,-4,5,-2,0.6,-10,-1,-2
Cc1cccc(C(=O)OCC(=O)NC(C)CCc2ccccc2)c1O (configuration not stated),0,8,-1,-2,3,-1,-1.8,-4,-4,-1
COc1ccc(-c2nnc3sc(CN4C(=O)c5ccccc5C4=O)nn23)cc1,-7,2,2,-4,-9,0,-2.1,6,1,-3

# Following part:
SMILES,GC-B act,ASAP1 inh,HTRA1 inh,SMARCA2 act,Rev-erbA mod,NPR1 activator,PG9 Ab binder,ARFGAP1 inhibitor,rCAG RNA binder,mABHD4 FP
Cc1cc(C)c(CN2CCN(C(=O)CC[C@H]3O[C@@H](n4cnc5c(NC(=O)c6ccccc6)ncnc54)[C@H](O)[C@@H]3O)CC2)c(C)c1,5,15,x,-4,-2,3,-1.1,-4,3,0
O=C(Nc1ccccc1)c1cc(C2CCCN(C(=O)c3ccccc3)C2)on1 (configuration not stated),9,-4,x,-1,-9,4,1.9,-14,0,2
CCNC(=O)NC(=O)C(C)OC(=O)CCS(=O)(=O)c1ccc(C)cc1 (configuration not stated),-1,-2,0,-3,3,6,0.7,11,-4,-15
O=c1cc(O)n(-c2ccccc2)c(=S)[nH]1,0,2,-2,-1,-5,0,1.2,1,14,5
COc1ccc(N2CCN(C(=O)c3cccc(Br)c3)CC2)c([N+](=O)[O-])c1,-5,-18,-6,-3,-3,-5,-3.6,7,-5,0
O=C(Nc1cccc(Br)c1)c1cc(S(=O)(=O)N2CCOCC2)cs1,-11,-6,-25,6,30*,-7,-0.6,11,4,-6
O=C(Nc1ccc(Br)cc1)c1ccc(-n2cnnn2)cc1,-1,3,-4,-2,6,-6,6.8,5,6,-4
CCOc1ccc(OCCOCCN2CCCC2)cc1,2,-4,3,0,2,2,0.5,-5,0,9
Cc1nnc(SC/C=C/c2ccccc2)n(N)c1=O,-8,1,-1,-1,2,4,-0.4,-3,-2,6
N#CC1=C(S)N(c2ccccc2)C(c2cccs2)NC1=O (configuration not stated),x,10,2,1,x,x,-3.0,6,5,-3
CC(=O)c1ccc(OCc2cc(C(=O)N(C)CCOc3ccc(C)cc3)no2)cc1,0,1,-20,-1,-7,-5,0.5,-7,-6,-5
Cc1noc(C)c1COC(=O)CCOc1ccccc1,-2,-9,3,-1,-4,1,0.8,15,-5,6
COc1cc(/C=N/n2cnnc2)ccc1Oc1nc(Cl)ncc1F,3,3,30,-2,4,-1,-0.9,-2,-4,-6
O=C(NCC(c1ccco1)N1CCc2ccccc2C1)C(=O)Nc1ccccc1 (configuration not stated),3,12,-22,0,-3,9,-2.3,-1,2,1
O=c1[nH]c2c(c(=O)[nH]1)CCCCCC2,2,-4,9,4,5,0,-1.7,3,1,-1
O=C(Nc1ccc2c(c1)OCCO2)C1CCCN1C(=O)Nc1ccc(F)cc1 (configuration not stated),-3,1,8,-8,1,2,-0.9,8,-3,-4
OCC[C@H]1C[C@@H](O)[C@H](O)[C@@]2(Cc3ccccc3O2)O1,-1,10,2,1,4,2,-3.2,-12,1,1
CCN(CC(=O)Nc1cc(S(=O)(=O)N2CCOCC2)ccc1Cl)Cc1ccccc1,7,-1,-16,-3,6,-2,-1.6,-10,-1,-8
NC(=S)NN=C(c1ccc(Br)cc1)C1CC1,-2,-6,1,2,1,-2,-0.1,-2,1,10
O=C(CC(C(=O)O)N1CCOCC1)Nc1ccc(Cl)cc1 (configuration not stated),5,-10,4,-2,-2,1,-0.4,-6,-5,-2
COc1ccc(OC)c(N=C2C(=O)Nc3ccccc32)c1,-13,-8,9,-1,6,-18,1.3,-1,-1,4
CCOc1cccc(N2C(=O)CC(N(CCc3ccc(OC)c(OC)c3)C(=O)CC)C2=O)c1 (configuration not stated),5,-1,2,1,3,1,1.3,10,7,4
CCOc1ccc(OCCSc2nc3ccccc3[nH]2)cc1,1,3,-10,-4,-6,9,0.1,8,-4,-7
O=C(COC(=O)C1CC1)Nc1ccc(Cl)cn1,0,-11,4,0,0,-2,-0.1,-11,3,2
O=C(c1cc(C2CCCCN2S(=O)(=O)c2ccc(F)cc2F)on1)N1CCOCC1 (configuration not stated),0,-8,x,-5,5,9,-0.6,2,1,2
CCCn1c(=O)c(C(=O)NCCc2ccc(OC)c(OC)c2)c(O)c2ccccc21,-4,11,-9,-1,4,0,1.7,3,2,-6
Brc1ccc(-c2ccc(/C=N/Nc3nc4ccccc4[nH]3)o2)cc1,1,0,10,4,8,3,-1.4,12,25,32*
CCOc1ccc(NC(=O)c2ccc(OCC3CCCO3)cc2)cc1S(=O)(=O)N(CC)CC (configuration not stated),-2,3,-11,-3,0,0,-0.1,5,2,-2
COC(=O)c1ccc(-n2c(C)cc(-c3csc(NC(=O)c4ccc(S(=O)(=O)N(C)C)cc4)n3)c2C)cc1,-4,4,-1,-2,3,1,-0.6,15,18,-2

# Screens as filed in PubChem.
